A-T KAP1 phos: potential ataxia-telangiectasia treatment. AID 485349. 320,000 tested, 0.19% active. Potency, µM (top dose mostly 57.5 µM), for the others: at the top dose activation, hits mostly activators. […] A-T fibroblasts, KAP-1 phosphorylation AlphaLISA; neocarzinostatin DNA damage 30 min before lysis; also: potency is read from the fitted curve at half-maximal effect; % of control where 0% means no effect; nearly all actives have a fitted effect of over 45% in size
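hTERT-immortalized A-T patient fibroblasts ([…]), 500 cells/well in OPTI-MEM, 1% FBS, got compounds for 60 min, then NCS for 30 min at 37C. Lysates were then assayed for phospho-KAP-1 by AlphaLISA (anti-pKAP1 donor, anti-KAP1 acceptor beads), 6 hr at 25C.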
TRPV1 agonist: human TRPV1 agonism | TRPV1-expressing cells, Fluo-8 calcium influx, agonist mode | Q8NER1 | activation, % at 8.33 µM | 320,000 tested, 0.19% active; in the data active = activation above about 80%; inconclusive = between about 30% and that limit; also: 0% is about no effect
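Cells expressing TRPV1 were dye-loaded with Fluo-8 and read kinetically: 10 s baseline, 3 min after compound (agonist portion), then 2 min after EC20 capsaicin (allosteric enhancer portion). Calcium-bound dye fluorescence at 480/520 nm.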
p53 reactivation: mutant p53 re-activation in reporter cells; H1299 p53-A138V BP100-luciferase reporter, luminescence, 24 h; Potency, µM (series often up to 92.2 µM), for the others: top-dose activity change, positive = activation, actives largely listed as activators; 320,000 tested, 0.063% active; AID 504706; also: potency is read from the fitted curve at half-maximal effect; % of control where 0% means no effect; nearly all actives have a fitted effect of over 45% in size
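H1299 (p53-null), stable ts p53-A138V + BP100-Luc; 1000 cells/well, Opti-MEM/10% FBS; cpd 4 pt, 1:5; 24 h, 37 deg C, 5% CO2; detection reagent 10 min RT; luminescence.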
BRCA1 expr up: increases BRCA1 expression. MCF7-BRCA1-FFLuc reporter, luminescence, 48 h; response scale: scaled: vehicle 0%, 10 µM genistein 100%. Potency, µM (titrated, usually from 46.1 µM), without a hit: at the top dose activation, usual class: activators. AID 624202. 380,000 tested, 1.1% active; also: potency is read from the fitted curve at half-maximal effect; nearly all actives have a fitted effect of over 80% in size; some results filed as inactive show a strong effect at the top dose
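Using MCF7 cells harboring a BRCA1 firefly luciferase reporter, plated 2 h before compound pinning, the screen measured luminescence after 48 h incubation. Responses were normalized to DMSO and 10 microM genistein, then fitted for concentration-effect.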
TCR act: activates T cell receptor signaling; primary human leukocytes, anti-CD3, IL-2 HTRF, 48 h; Potency, µM (top dose mostly 9.22 µM), for inactives: at the top dose activation of IL-2 secretion, hits mostly activators; 330,000 tested, under 10 active; also: % of control where 0% means no effect
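IL-2 produced over 48 hr by a-CD3 bead-stimulated primary human leukocytes exposed to compounds was detected with a homogeneous time-resolved FRET immunoassay, 665nm acceptor signal after 320nm excitation.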
a7 integrin act: activates integrin-mediated alleviation for muscular dystrophy | AID 624291 | alpha7betagal myoblasts, beta-gal FDG fluorescence, 48 h | Potency, µM (doses to about 38.3 µM), for the others: at the highest dose activation, hits mostly activators | 350,000 tested, 0.064% active;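 also: potency is read from the fitted curve at half-maximal effect; 100% = response of the positive control SU9516; nearly all actives have a fitted effect of over 60% in size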
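alpha7betagal+/- myoblasts (passage 13, 250/well) treated 48 h at 37C with compounds at 1:260 dilution of DMSO stock. Lysed, then beta-galactosidase activity read as FDG fluorescence (ex 480/em 540) after 30 min, with pre-read for autofluorescence.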
PTAP TSG101 blk: blocks PTAP/TSG101 interaction to inhibit HIV-1 budding; Q99816; Fluorescence polarization, FITC-PTAP peptide / Tsg101 binding; Potency, µM (highest dose often 115 µM), for inactives: at the highest dose activity change, negative = inhibition, actives largely listed as inhibitors; 340,000 tested, under 10 active; active = well fitted inhibition curve with a large enough effect in the main read-out, with a control signal flat, not every such curve was filed as active; inconclusive = small, poorly fitted or top-dose-only effect, or effect the other way, or a change in a side signal; inactive = no such curve, though single readings can be large or run the other way; also: potency is read from the fitted curve at half-maximal effect; % of control where 0% means no effect
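Tsg101 binding domain (10 uM final) was mixed with compound and a FITC-labeled PTAP peptide (50 nM final) in HEPES pH 7.5 buffer with NaCl, Tween 20, EDTA and TCEP; fluorescence polarization was read after 20 min at r.t.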
ELG1 DNA repair: inhibitors of ELG1-dependent DNA repair in HEK293T cells. 330,000 tested, 2.3% active. AID 504467. Potency, µM (doses to about 46.1 µM), without a hit: at the top dose activity change, negative = inhibition, usual class: inhibitors. HEK293T ELG1-luciferase reporter, luminescence, 16 h; DNA damage induced by 5-fluorouridine; also: potency is read from the fitted curve at half-maximal effect; % is scaled to controls: 0 for no effect and ±100 for the full control effect; nearly all actives have a fitted effect of over 55% in size
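Quantitative HTS, concentration-response format. 2,000 cells/well co-treated with 5-fluorouridine and compound, 16 hr in 5% CO2 at 37 °C; ONE-Glo luminescence read after 30 min.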
B2AR arrestin: recruits beta-arrestin to the human beta2-adrenergic receptor. P07550. beta-arrestin recruitment to beta2AR, cell-based reporter. Potency, µM (highest dose often 46.1 µM), for inactives: at the highest dose activation, hits mostly activators. 330,000 tested, 0.02% active;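 also: potency is read from the fitted curve at half-maximal effect; 0% = DMSO controls and full agonism = EC100 isoproterenol or metaproterenol; nearly all actives have a fitted effect of over 65% in size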
CXXC DNA block: inhibitors of human MLL CXXC domain-DNA interaction; Q03164; MLL-CXXC / FITC-HOXA9 DNA fluorescence polarization; Potency, µM (highest dose often 115 µM), for inactives: top-dose activity change, negative = inhibition, hits mostly inhibitors; 290,000 tested, 0.037% active; active = well fitted inhibition curve with a large enough effect in the polarisation, with a control signal flat, not every such curve was filed as active; inconclusive = small, poorly fitted or top-dose-only effect, or effect the other way, or a change in a side signal; inactive = no such curve, though single readings can be large or run the other way; the % refers to the polarisation; also: potency is read from the fitted curve at half-maximal effect
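Purified MLL-CXXC (added from a 7 uM solution) was preincubated 5 min at ambient with pinned compounds in 50 mM Tris-HCl pH 7.5, 50 mM NaCl, 1 mM DTT, 0.05% BSA. Fluorescein-labeled HOX-A9 DNA (50 nM solution) followed, 30 min, then polarization read.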
Numbers without * were called inactive; ? = inconclusive; . = no result given; & = joins results of further samples; [ ] = another dose, or the depositor's remark. Unless noted, calls follow the shape of the dose curve; as a rule, active = well fitted curve in the direction sought with a large enough effect; inconclusive = small, poorly fitted or top-dose-only effect, or another doubt; inactive = no such curve, though single readings can be large; an effect the other way counts as inactive or inconclusive.

SMILES	A-T KAP1 phos	TRPV1 agonist	p53 reactivation	BRCA1 expr up	TCR act	a7 integrin act	PTAP TSG101 blk	ELG1 DNA repair	B2AR arrestin	CXXC DNA block
O=C(CN1CCN(S(=O)(=O)c2ccc(F)cc2)CC1)Nc1cccc(C(F)(F)F)c1	-4%	.	3%	-46%	0%	-27%	1%	8%	-0.4%	-1%
CC1NC(=O)N(C)[C@@H]2NC(=O)N(C)C(c3ccc([N+](=O)[O-])cc3)[C@@H]12 (some centres not stated)	5%	1	1%	-7%	2%	-21%	-1%	3%	-0.6%	-5%
COc1ccc(C(=O)N/C(=C\c2ccc3c(c2)OCO3)C(=O)N2CCOCC2)cc1	-3%	3	-1%	-16%	9%	-6%	-2%	-9%	0.0%	2%
CC(=O)c1c(N2CCN(C)CC2)nc(=S)n(Cc2ccccc2)c1C	9%	3	-1%	-22%	1%[46.1 µM]	-14%	0%	3%	-0.6%	-1%
O=C1COc2ccc(OCc3ccc(F)cc3)cc21	1%	9	28%	2.8µM*	.	-4%	.	?	-0.2%	-1%
CCN(CC)C(=O)Cn1cc(S(=O)(=O)CC(=O)Nc2cc(C)on2)c2ccccc21	.	.	.	-4%	1%	-3%	-1%	.	.	.
COC(=O)c1c(C)oc(C)c1S(=O)(=O)Nc1ccc(C(C)C)cc1	8%	1	-3%	7%	9%	6%	0%	-5%	-0.6%	-11%
Cc1nc(NCC2CCCO2)nc2c1C(=O)CC(C)C2 (configuration not stated)	13%	2	1%	-8%	-6%	15%	-4%	19%	-0.3%	2%
CN1C(=O)CSC1=Nc1ccc(F)cc1	-1%	-2	29%	-8%	.	-10%	0%	-14%	-1.1%	-2%
O=C(CCC1CCCC1)N1CCC(N2CCCCCC2)CC1	-11%	5	1%	-1%	-1%[46.1 µM]	-4%	-2%	-4%	-1.3%	6%
CC(C)(C)OC(=O)NC(Cc1ccccc1)C(=O)N1CCCC1C(=O)O (configuration not stated)	10%	-2	3%	3%	-3%	?	0%	21%	0.3%	?
Cn1c(=O)c2c(nc(CCC3CCCC3)n2C)n(C)c1=O	.	.	.	-8%	-6%	4%	2%	.	.	.
O=C(O)c1ccc(N=NN2CCCCCC2)cc1	-6%	1	6%	?	4%[46.1 µM]	11%	-7%	?	-1.1%	1%
CC(/C=N/NC(=O)c1cc(-c2ccccc2)nc2ccccc12)=C\c1ccco1	-1%	2	.	-61%	-7%	-27%	2%	?	-1.0%	8%
COc1ccc(C(C[N+](=O)[O-])c2c(-c3ccccc3)cc3ccccn23)cc1OC (configuration not stated)	.	3	.	-15%	0%	-12%	-2%	.	.	7%
Cc1noc(COc2ccc(OCc3nc(C)no3)cc2)n1	-5%	10	-6%	9%	0%	-4%	-10%	18%	0.4%	3%
O=C(COC(=O)/C=C/c1ccccc1[N+](=O)[O-])Nc1ccc(OCc2ccccc2)cc1	2%	3	?	?	3%[46.1 µM]	4%	1%	?	-0.2%	7%
CNc1nc(-c2ccc3c(c2)CCN3C(=O)c2ccccc2F)c(C)s1	12%[11.5 µM]	-1	-2%	?	-1%	6%	2%	?	0.3%	-4%
O=C1CCCCCCCN1Cc1ccccc1	.	.	.	5%	-2%	2%	-4%	.	.	.
COc1ccc(S(=O)(=O)N2CCC(C(=O)NC3CC3)CC2)cc1	0%	4	3%	3%	-3%	5%	0%	17%	-0.9%	-8%
COc1ccc(-c2cc(C)no2)cc1S(=O)(=O)N1CCN(c2cccc(C)c2)C(C)C1 (configuration not stated)	11%	15	1%	0%	5%	-25%	-2%	3.3µM*	-1.3%	23%
O=C(CSc1nnc(-c2ccccc2Br)o1)Nc1nncs1	-2%	2	4%	18%	-1%	0%	0%	13%	-0.1%	-9%
C=CCn1c(SCc2ccc(C(=O)NCCO)cc2)nc2sc(C)c(C)c2c1=O	-3%	?	-4%	-25%	1%	-17%	-4%	0%	-0.1%	0%
CCc1ccc(N2CCCn3c2nc2c3c(=O)n(CCN3CCOCC3)c(=O)n2C)cc1	-13%	2	-7%	.	.	.	.	8%	-0.3%	-2%
CCOC(=O)C1=C(C)N(c2ccccc2)C(=O)/C1=C\c1cccs1	-6%	15	0%	-2%	0%[46.1 µM]	-24%	-2%	-24%	-3.1%	1%
O=C(CSc1nnc(-c2ccc(Br)o2)n1Cc1ccccc1)c1ccccc1F	4%	?	-6%	-19%	3%	24%	-3%	?	3.9%	6%
Cc1c(Cl)cccc1NC(=S)N1CCN(C(=O)c2ccco2)CC1	46%	5	-12%	-30%	0%	-20%	-1%	-18%	-0.6%	4%
CCOCCOCCC(C(=O)OCC)P(=O)(c1ccccc1)c1ccccc1 (configuration not stated)	6%	-2	0%	8%	-24%	16%	-7%	2%	-0.2%	16%
CC(=C/C(=O)O)/C=C/c1cccs1	7%	-1	0%	18%	2%	-20%	-7%	-3%	-0.6%	-5%
Cc1ccc(COC(=O)c2cc(S(=O)(=O)N3CCCCC3)ccc2N2CCOCC2)cc1	3%	18	-1%	-53%	1%	-9%	-1%	?	-0.2%	.
Cc1cc(CN2C(=O)c3ccccc3C2=O)cc(N2CCOCC2)c1	12%	.	-1%	17%	-11%	-20%	-3%	11%	0.3%	3%
CC(C)(C)C(C(=O)n1cccc1C#N)c1ccccc1 (configuration not stated)	22%	4	10%	6%	-7%	-8%	-1%	27%	0.1%	.
CN1C[C@@H]2[C@@H]3C(=O)N(Cc4ccccc4)C(=O)[C@@H]3[C@](C)(C1=O)N2C(=O)c1ccc(F)cc1	.	.	.	0%	-1%	-11%	-1%	.	.	.
COc1cc(CC(=O)OCC(=O)c2ccc[nH]2)cc(OC)c1OC	2%	.	-1%	2%	6%	0%	0%	4%	0.1%	.
CCCCc1ccc(NC(=S)NCc2cccnc2)cc1	-5%	?	-2%	-22%	6%	-31%	0%	6%	-0.3%	0%
Cc1cc(C)c[n+](-c2nc3ccccc3nc2C(=C=[N-])C#N)c1	2%&-1%	-1&0	28%&0%	3%&13%	0%&-1%	3%&-6%	-3%&-6%	1%&5%	0.1%&0.6%	35%&23%[activator]
CC(=O)N1CCN(c2cc(N3CCc4ccccc4C3)c(F)cc2[N+](=O)[O-])CC1	5%	?	-7%	-43%	.	-15%	.	-9%	0.5%	6%
Cc1ccn2c(C(=O)N/N=C\c3cccs3)c(C)nc2c1	-6%	0	-6%	7%	.	-7%	-13%	0%	-0.3%	-3%
COC(=O)CSc1nc(N2CCOCC2)c2c(c1C#N)CC(C)(C)OC2	4%	-6	7%	-21%	1%	-28%	-4%	?	0.3%	20%
CCOc1ccccc1C(=O)OCC(=O)Nc1ccc(OC(F)F)cc1	3%	10	2%	24%	-10%	19%	-1%	?	-0.1%	4%
CCSc1nnc(NC(=O)C2CCCCC2C(=O)OCC(F)(F)C(F)F)s1 (configuration not stated)	-4%	1	11%	7%	-4%	3%	-6%	?	-0.5%	-7%
O=C1c2ccccc2C(=O)N1CCCn1c(=O)oc2ccccc21	-1%	12	?	56%	1%	-13%	0%	1%	0.1%	0%
CCOP(=O)(OCC)C(C)(C)NC(=O)Nc1ccc(Cl)c(Cl)c1	-31%	-3	-5%	-37%	-9%	-34%	-7%	?	-0.1%	1%
O=C(Nc1nc2nc(-c3ccccc3)cc(-c3ccccc3)n2n1)c1ccco1	-6%	?	-14%	-47%	-7%	?	-1%	8.2µM*	0.1%	13%
CC(C)CC1Nc2ncnc(N3CCCCC3)c2N(Cc2ccccc2)C1=O (configuration not stated)	12%	-1	-5%	0%	0%	2%	0%	-3%	0.3%	.
O=C1[C@@H]2CSCN2C(=O)CN1Cc1ccccc1F	-16%	-4	-3%	-2%	-3%	-9%	1%	-2%	-0.5%	7%
Cc1cc(C)c2c(n1)nn1c(C3CC3)cc(C(F)(F)F)nc21	.	.	.	-2%	-4%	-2%	-1%	.	.	.
O=C(COc1ccc([N+](=O)[O-])cc1)N/N=C/c1ccccn1	0%	1	-2%	23%	-2%	-7%	-5%	0%	0.2%	-9%
COc1ccc(-n2c(Cc3cccn3C)nnc2SCC(N)=O)cc1	-3%	-3	-5%	2%	-1%[46.1 µM]	0%	-1%	17%	0.3%	22%
O=C(Cc1cccs1)Nc1nncs1	4%	0	18%	5%	5%	-11%	-1%	15%	-1.0%	14%
CCn1c(CCC(N)=O)nnc1SCC(=O)c1cc(C)n(C2CC2)c1C	-2%	2	1%	-2%	2%	-4%	-2%	23%	0.1%	.
O=C(Cc1ccccc1)NCC(=O)N/N=C/c1ccc([N+](=O)[O-])s1	-1%	0	19%	-88%	-6%	-65%[inhibitor]	0%	?	-0.1%	8%

Compounds as they come; overall some 3.8% were active at least once.
